# C2C12 statin – protects C2C12 myotubes from simvastatin toxicity | ATP luminescence, 48 h; scaled: DMSO 0, geranylgeraniol control 100 | rescue of ATP level, % at 7.49 µM | hit rate 0.78% among 330,000 | AID 602340;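 active means mean ATP rescue above about 67%, or every replicate alone reaching that limit, limit read from the data, passing the limit was not always enough; inconclusive means no clear call, values can overlap the other calls; inactive means mean under the limit and some replicate under it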;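 further: myotubes were challenged with 10 µM simvastatin during compound exposure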
# ERp5 inh – inhibitors of human ERp5. Q15084. ERp5 insulin aggregation, absorbance 650 nm, 90 min. inhibition, % at 9.99 µM. hit rate 0.05% among 350,000. AID 651711;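 active means mean replicate inhibition above about 25%, with every replicate also reaching it, limit read from the data, passing the limit was not always enough; inconclusive means only one of those two criteria met; inactive means neither criterion met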
# Target sequence (Q15084 whole entry, looked up): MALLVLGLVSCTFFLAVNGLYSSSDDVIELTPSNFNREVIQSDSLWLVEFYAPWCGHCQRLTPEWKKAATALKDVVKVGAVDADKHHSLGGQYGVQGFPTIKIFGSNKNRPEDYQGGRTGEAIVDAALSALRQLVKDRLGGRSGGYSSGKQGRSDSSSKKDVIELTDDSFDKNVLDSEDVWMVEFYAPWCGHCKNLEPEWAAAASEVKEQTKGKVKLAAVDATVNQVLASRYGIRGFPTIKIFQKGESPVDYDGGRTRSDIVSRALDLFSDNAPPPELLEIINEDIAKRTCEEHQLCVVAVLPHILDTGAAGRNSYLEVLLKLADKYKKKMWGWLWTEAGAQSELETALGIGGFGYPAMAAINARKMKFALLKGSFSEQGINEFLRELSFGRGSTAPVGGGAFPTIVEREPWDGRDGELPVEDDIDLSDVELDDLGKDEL
# SIRT5 inh – blocks human SIRT5 desuccinylation of peptide. Purified SirT5, succinyl-peptide AMC, trypsin-coupled fluorescence. inhibition, % at 15 µM. hit rate 1.1% among 330,000. AID 652115; in the data active means inhibition above about 15%; inconclusive means no clear call, values can overlap the other calls
# Target sequence (Q9NXA8 whole entry, looked up): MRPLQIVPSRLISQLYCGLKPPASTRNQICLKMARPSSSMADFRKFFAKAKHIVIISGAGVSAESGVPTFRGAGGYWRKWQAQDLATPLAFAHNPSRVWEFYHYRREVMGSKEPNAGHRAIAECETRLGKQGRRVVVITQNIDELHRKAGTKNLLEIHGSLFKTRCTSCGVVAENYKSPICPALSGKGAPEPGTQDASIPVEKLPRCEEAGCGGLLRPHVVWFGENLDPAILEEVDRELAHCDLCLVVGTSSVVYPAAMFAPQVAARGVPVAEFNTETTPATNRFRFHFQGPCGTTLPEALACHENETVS
# E-sel inducer – E-selectin induction on HUVECs; P16581; HUVEC E-selectin immunofluorescence imaging; normalized: neutral wells 0, TNF-alpha wells 100; activation, % at 7.58 µM; hit rate 0.37% among 260,000;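 active means mean E-selectin-positive cell signal at least 10% of the positive control, reached in at least 60% of replicates, without over 20% cell loss; inconclusive means no rule given, readout overlaps actives, possibly toxicity-flagged; inactive means the rest, including those meeting only one limit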;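 further: in these data hits start at about 27%; measured in HUVEC primary endothelial cells; signal is the percent of cells scored E-selectin positive by PE staining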
#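 assay system = HUVEC, human umbilical vein endothelial cells | input = 3,000 HUVEC seeded per well | medium = EGM-2 growth medium on 0.1% gelatin-coated wells | dosing = one compound dose added by pin transfer | signal = immunofluorescence imaging | read-out basis = % PE-positive cells | control set = TNF-alpha, DMSO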
# S100A4 MyoIIA – inhibitors of human S100A4 binding to myosin IIA peptide. S100A4/TAMRA-MyoIIA peptide fluorescence polarization. hit rate 0.14% among 360,000. inhibition, % at 10.7 µM. P26447. AID 652163;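 active means mean inhibition of at least 70% across replicates, with every replicate also reaching that level; inconclusive means mean inhibition reaches 70% but some replicates fall short; inactive means mean inhibition below 70%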
# Target sequence (P26447 whole entry, looked up): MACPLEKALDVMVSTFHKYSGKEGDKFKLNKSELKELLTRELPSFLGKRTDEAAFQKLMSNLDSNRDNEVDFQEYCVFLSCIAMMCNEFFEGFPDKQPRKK
#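 assay system = human S100A4 monomer with TAMRA-labelled myosin IIA peptide | also added = labelled myosin peptide probe, 5 nM | incubation = 5 min between mix addition and reading | control set = DMSO and TFP controls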
# PglD inh – inhibitors of Campylobacter jejuni PglD acetyltransferase. purified PglD enzyme, DTNB colorimetric CoA detection. inhibition, % at 12.5 µM. hit rate 0.098% among 360,000. AID 602405; in the data active means inhibition above about 16%, passing the limit was not always enough; inconclusive means no clear call, values can overlap the other calls; further: strong numbers were not always called active
# DENV2 CPE rescue – DENV2-induced cell death inhibition | CPE inhibition, % at 9.99 µM | hit rate 1.7% among 350,000 | AID 651640 | DENV2-infected cells, cytopathic effect rescue, plate reader; in the data active means CPE inhibition above about 20%, passing the limit was not always enough; inconclusive means no clear call, values can overlap the other calls; tested in BHK-21 cells;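 further: 0% = median of neutral control wells and 100% = median of positive control wells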
# An asterisk follows results filed as active; ? = inconclusive; . = no result given; & = joins results of further samples. This is a subset; rates above refer to the full screens.
nr	smiles	PglD inh	S100A4 MyoIIA	E-sel inducer	DENV2 CPE rescue
1	CN(C)C(=O)[C@@H]1[C@@H](CO)[C@@H]2Cn3c(ccc(C4=CCCC4)c3=O)[C@H]1N2CC1CC1	-1	-5	0.1	4
2	COCCNC(=O)C[C@@H]1C[C@H]2c3cc(NC(=O)COC)ccc3O[C@H]2[C@@H](CO)O1	-2	20	-0.1	19
3	COc1ccc(-c2ccc([C@H]3[C@H]4CN(Cc5ccccc5)CC(=O)N4[C@H]3CO)cc2)cc1	.	-1	0.0	-5
4	COc1ccccc1NS(=O)(=O)c1ccc(C(=O)NCC(c2ccc(F)cc2)N2CCOCC2)cc1 (stereo not drawn)	5	0	.	13
5	CC(C)(C)[S@@](=O)N1Cc2cc(C(=O)NCc3ccc4c(c3)OCO4)nc(-c3cccc(-c4ccccc4)c3)c2[C@H]1CCO	-4	-20	0.5	-3
6	C=CCc1cc(Cl)ccc1OCCNCCOC	.	0	.	-2
7	O=C(/C=C/c1ccco1)NC(=S)Nc1cc(C(F)(F)F)ccc1N1CCOCC1	.	-4	0.2	4
8	Cc1ccc(C)c(-c2cc(C(=O)NN3CCOCC3)c3ccccc3n2)c1	.	10	.	2

nr	ERp5 inh	C2C12 statin	SIRT5 inh
1	-3	0	-12
2	6	2	-5
3	-2	.	-1
4	-13	16	1
5	2	-9	6
6	-3	.	-1
7	-3	.	0
8	2	.	-2

# Continued, overlapping the part above by 2 compounds.
nr	smiles	PglD inh	S100A4 MyoIIA	E-sel inducer	DENV2 CPE rescue
7	O=C(/C=C/c1ccco1)NC(=S)Nc1cc(C(F)(F)F)ccc1N1CCOCC1	.	-4	0.2	4
8	Cc1ccc(C)c(-c2cc(C(=O)NN3CCOCC3)c3ccccc3n2)c1	.	10	.	2
9	CCCS(=O)(=O)N1CCCC(C(=O)NCc2cccnc2)C1 (stereo not drawn)	-4	5	.	.
10	Cc1ccc(S(=O)(=O)N2CC[C@@H]3[C@H]2c2cc(-c4ccccc4F)ccc2N(C)[C@H]3CO)cc1	0	-4	1.0	5
11	Cc1ccccc1S(=O)(=O)NCC[C@@H]1CC[C@H](NC(=O)C2CCOCC2)[C@@H](CO)O1	8	0	-0.2	-2
12	O=c1nc(N2CCCC2)nc(N2CCCC2)[nH]1	-4	-3	0.1	-2
13	OCCNc1nc(Nc2ccc(O)cc2)nc2ccccc12	-6	-4	-0.3	-3
14	O=C(c1cc(-c2ccc(Cl)s2)nc2ccccc12)N1CCCC1	-7	-7	.	10
15	O=S(=O)(c1ccccc1)N(Cc1ccc(Cl)cc1)c1ccncc1	-1	-1	3.2	-7
16	CC(C)NC(=O)N1Cc2cc(C(=O)NC3CCCC3)nc(-c3cccc(-c4cccnc4)c3)c2[C@H]1CCO	.	4&-3	2.8	6&2

nr	ERp5 inh	C2C12 statin	SIRT5 inh
7	-3	.	0
8	2	.	-2
9	3	-6	-1
10	0	19	5
11	-1	5	4
12	-5	-5	-1
13	3	-1	0
14	1	3	-22
15	2	37	-9
16	4&-5	.	-1&5

# Remaining list, next part
nr	smiles	PglD inh	S100A4 MyoIIA	E-sel inducer	DENV2 CPE rescue
17	O=C(CSc1ncn[nH]1)NCc1ccc2c(c1)OCO2	0	4	.	18
18	CC(C)NC(=O)N[C@H]1CC[C@@H](CCn2cc(-c3ccccc3)nn2)O[C@H]1CO	1	?	-0.2	-5
19	Cc1cc(C(=O)CN2C(=O)NC3(CCCCC3)C2=O)c(C)n1-c1ccc2c(c1)OCO2	.	-3	-0.5	6
20	Cc1ccc(Cn2c(C(CO)Nc3nc(-c4ccc(Cl)c([N+](=O)[O-])c4)cs3)nc3ccccc32)cc1 (stereo not drawn)	0	-9	0.4	6
21	COCCNC(=O)C1(C)CCCN(C(=O)COc2ccccc2)C1 (stereo not drawn)	-2	-3	-0.2	-9
22	C[C@@H]1CN([C@H](C)CO)C(=O)c2cc(NC(=O)Nc3cccc4ccccc34)ccc2O[C@@H](C)CCCCO[C@@H]1CN(C)C(=O)C1CCCCC1	1	-6	1.1	19
23	O=C1NC2=C(C(=O)CCC2)C(c2ccccc2[N+](=O)[O-])N1 (stereo not drawn)	.	20	0.1	-2
24	COc1ccc(S(=O)(=O)N[C@@H]2CC[C@H](CCNC(=O)c3ccccc3F)O[C@@H]2CO)cc1	-2	-35	0.8	11

nr	ERp5 inh	C2C12 statin	SIRT5 inh
17	2	-5	-9
18	-5	12	0
19	5	.	-1
20	-2	10	.
21	-6	9	3
22	0	.	1
23	-3	-5	-4
24	-2	0	0

# The list goes on:
nr	smiles	PglD inh	S100A4 MyoIIA	E-sel inducer	DENV2 CPE rescue
25	C[C@@H]1CN([C@@H](C)CO)C(=O)c2c(c3ccccc3n2C)-c2ccccc2CO[C@H]1CN(C)C(=O)[C@@H]1CCCN1C	2	2	0.2	5
26	CC(=O)Oc1ccccc1Cn1c(C)c(C(=O)NCc2cccc([N+](=O)[O-])c2)sc1=O	4	1	.	-5
27	COc1cnc(-c2ccccc2)nc1OC	.	-1	.	-2
28	Cc1nnc2ccc(-c3cccc(NS(C)(=O)=O)c3)nn12	.	3	.	-5
29	CCOc1ccc(Cl)cc1-c1cc(C(=O)Nc2ccc(C(C)C)cc2)[nH]n1	-2	6	0.3	-1
30	COc1ccc(/C=C(\C#N)C(=O)NCCc2ccccc2)cc1OCc1ccccc1	.	1	0.0	1
31	CCc1n[nH]c(=S)n1/N=C/c1ccccn1	-5	2	.	4
32	CC(Sc1nc2ccccc2[nH]1)C(=O)Nc1ccccc1F (stereo not drawn)	-1	-4	0.5	5

nr	ERp5 inh	C2C12 statin	SIRT5 inh
25	-2	.	1
26	-5	6	.
27	4	.	-4
28	3	.	2
29	2	-66	-1
30	10	.	4
31	4	0	0
32	0	-5	8

# (continued)
nr	smiles	PglD inh	S100A4 MyoIIA	E-sel inducer	DENV2 CPE rescue
33	COc1ccc(NC(=S)N2CCN(C)CC2)cc1	-3	-10	.	15
34	CCOc1ccc(NC(=O)c2cccc(OC(=S)N3CCOCC3)c2)cc1	.	-7	.	-6
35	CC12CCC(=O)N1C(C(=O)N1CCN(c3ccc([N+](=O)[O-])cc3)CC1)CS2 (stereo not drawn)	.	11	-0.1	3
36	CCC(=O)N1[C@@H]2CN(S(=O)(=O)c3ccccc3)c3ccccc3[C@@H]2[C@@H]1CO	0	-9	1.4	3
37	CCC1(C)SC(N)=NN1C(C)=O (stereo not drawn)	.	2	1.2	-4
38	COc1ccc2c3c([nH]c2c1)[C@H](CO)N(C(=O)Nc1c(C)noc1C)CC31CCN(CC2CC2)CC1	.	?	-0.2	42*
39	C/C(O)=C(/C=Nc1ccccc1)C(=O)Nc1ccccc1	.	3	.	4
40	CCN(CC)C1CCN(C(=O)c2ccc3nc(Cc4ccc(OC)cc4)oc3c2)C1 (stereo not drawn)	-1	-5	.	2

nr	ERp5 inh	C2C12 statin	SIRT5 inh
33	3	.	-3
34	-11	.	-1
35	-13	.	.
36	-2	6	-3
37	3	.	0
38	5	.	-2
39	2	-14	0
40	5	2	-1

# Further structures
nr	smiles	PglD inh	S100A4 MyoIIA	E-sel inducer	DENV2 CPE rescue
41	CN(C)CC(=O)Nc1ccc2c(c1)[C@@H]1C[C@@H](CC(=O)NCCN3CCCCC3)O[C@@H](CO)[C@@H]1O2	-3	7	-0.5	10
42	CCCCc1c(C)nc2ccccc2c1SCCC(=O)O	3	2	.	-5
43	Cc1ccc(NC(=O)c2cccc(S(=O)(=O)N3CCCc4ccccc43)c2)nc1	-7	-1	-0.6	2
44	CCn1cc(S(=O)(=O)Nc2nc3ccc(OC)cc3s2)cn1	-2	-2	-0.1	-4
45	O=C(Nc1nnc([C@@H]2C[C@H](O)[C@@H](CO)O2)s1)NC(c1ccccc1)c1ccccc1	-4	-4	-0.3	14
46	Cc1cc(Nc2ccccc2)cc(=O)n1C	10	-6	0.1	-3
47	O=C(Cn1cnc2ccccc2c1=O)Nc1ccc(S(=O)(=O)N2CCCC2)cc1	.	3	.	.
48	Cc1ccc(NC(=O)C2(S(=O)(=O)c3ccc(C)cc3)CC2)cc1	-6	-4	.	.

nr	ERp5 inh	C2C12 statin	SIRT5 inh
41	0	-1	-4
42	-4	22	2
43	5	-7	-1
44	-1	.	-2
45	1	-17	-1
46	5	.	-5
47	2	.	16*
48	6	-4	-2

# Looked up above.
# E-sel inducer with Cc1cc(Nc2ccccc2)cc(=O)n1C = 0.1
# E-sel inducer with CCn1cc(S(=O)(=O)Nc2nc3ccc(OC)cc3s2)cn1 = -0.1

# More structures
nr	smiles	PglD inh	S100A4 MyoIIA	E-sel inducer	DENV2 CPE rescue
49	COc1cc(/C=C/C(=O)OCC(=O)N(C)Cc2ccccc2)ccc1O	-1	-4	.	4
50	COc1cccc(CN(C)[C@H]2C[C@H]3c4[nH]c5ccccc5c4CCN3C[C@H]2[C@H](C)O)c1OC	.	-5	0.2	-3
51	CC(C)c1ccc(NC(=O)C2CC(=O)N(C3CCCC3)C2)cc1 (stereo not drawn)	-86	-11	.	-5
52	COc1ccc(CCC2(C)OCC(CCCCO)O2)cc1 (stereo not drawn)	0	-2	-0.4	-3
53	CNC(=O)C[C@@H]1CC[C@@H]2[C@H](COC[C@@H](O)CN2C(=O)c2ccc3c(c2)OCO3)O1	-1	-21	0.0	-2
54	CO[C@H]1CN(C)C(=O)c2cc(NC(=O)c3ccccc3)ccc2OC[C@H](C)N(C)C[C@@H]1C	0	4	-0.1	-10
55	COc1cc(CCC(=O)NNC(=O)c2cccc(Cl)c2)cc(OC)c1OC	1	2	.	2

nr	ERp5 inh	C2C12 statin	SIRT5 inh
49	-5	2	-1
50	1	.	0
51	4	-96	-1
52	-5	3	.
53	1	22	2
54	2	9	0
55	6	0	-1

# An excerpt from above in order of their number in PglD inh, highest first.
entry | SMILES | PglD inh
55 | COc1cc(CCC(=O)NNC(=O)c2cccc(Cl)c2)cc(OC)c1OC | 1
52 | COc1ccc(CCC2(C)OCC(CCCCO)O2)cc1 (stereo not drawn) | 0
49 | COc1cc(/C=C/C(=O)OCC(=O)N(C)Cc2ccccc2)ccc1O | -1
51 | CC(C)c1ccc(NC(=O)C2CC(=O)N(C3CCCC3)C2)cc1 (stereo not drawn) | -86

# Bioassay records (PubChem BioAssay)
